Source: PubChem (Southern Research Specialized Biocontainment Screening Center)
VEEV TC-83 Vero: inhibitors of VEEV TC-83 cytopathic effect, confirmation, Vero cells (AID 588727); Vero cells, VEEV TC-83 cytopathic effect inhibition; higher % means a stronger effect; one-dose inhibition, % at 20 µM; IC50 in µM for titrated hits; 0.13% of 350,000 active; in the data active = a potency from the dose series; inconclusive = inhibition mostly from about 14% at the one dose, without a potency; inactive = the rest, 99 in 100 with inhibition below about 12%; note: strong numbers were not always called active
Salmonella PhoP GFP: Inhibition of PhoP regulon, Salmonella typhi GFP reporter cells, confirmation, 4 h (AID 1850); 0.33% of 310,000 active; one-dose inhibition, % at 50 µM; IC50 in µM for titrated hits; Salmonella Typhi PhoP-promoter GFP reporter, fluorescence, 4 h; higher % means a stronger effect; in the data active = a potency from the dose series; inconclusive = inhibition mostly from about 25% at the one dose, without a potency; inactive = the rest, 99 in 100 with inhibition below about 19%;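 note: 0% = induced wells with vehicle and 100% = uninduced wells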
M. tuberculosis HTS: M. tuberculosis growth inhibition, HTS (AID 449762); M. tuberculosis H37Rv growth inhibition, 7H9 media; higher % means a stronger effect; one-dose inhibition, % at 25 µM; IC50 in µM for titrated hits; 0.59% of 330,000 active; in the data active = a potency from the dose series; inconclusive = inhibition above about 70% without an active follow-up result;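 note: bacterial growth assessed after seven days of incubation; strong numbers were not always called active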
tuberculosis growth: growth inhibition of non-replicating M. tuberculosis (AID 488890); Mycobacterium tuberculosis non-replicating, growth inhibition; higher % means a stronger effect; 0.39% of 320,000 active; inhibition, % at 25 µM; hits with a dose series show IC50 in µM; in the data active = a potency from the dose series; inconclusive = inhibition mostly from about 82% at the one dose, without a potency; inactive = the rest, 99 in 100 with inhibition below about 76%;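 note: plate controls were DMSO cells for no effect and high antibiotic wells for full effect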
H1N1 NS1A inhibition: NS1A inhibition, H1N1 influenza, cell based functional assay (AID 504329); NS1A functional cell-based assay, percent inhibition; higher % means a stronger effect; inhibition, % at 12.5 µM; hits with a dose series show IC50 in µM; 0.3% of 340,000 active; in the data active = a potency from the dose series; inconclusive = inhibition above about 27% without an active follow-up result; note: strong numbers were not always called active
VEEV TC-83 Vero 10K pilot screen: further read-out of VEEV TC-83 Vero, marked with its call; inhibition, %; measured here: 10K pilot screen inhibition
Active calls of the source: *; i = inactive; ? = inconclusive; · = not tested or not shown.

SMILES	VEEV TC-83 Vero	Salmonella PhoP GFP	M. tuberculosis HTS	tuberculosis growth	H1N1 NS1A inhibition	others
CCOc1ccc(NC(=O)Nc2ccccc2SC)cc1	1.0%	1.2%	34.2%	33.2%	4.9%
Cc1cc(C)c(NC(=O)CSc2nc(=O)n(CCN3CCOCC3)c3c2CCC3)c(C)c1	0.5%	3.7%	-7.4%	-10.4%	-14.9%
O=C(N/N=C/c1cc2c(c([N+](=O)[O-])c1)OCO2)c1ccncc1	2.1%	-7.4%	?	31.1%	-5.8%
COc1ccc(NC(=O)NC23CC4(C)CC(C)(CC(C)(C4)C2)C3)cc1OC	0.2%	-8.0%	8.9%	17.8%	8.8%
CC(C)Sc1nnc(NC(=O)CCc2ccccc2)s1	0.8%	-0.7%	8.9%	7.5%	6.9%
O=C(Nc1nccs1)Oc1ccccc1	i	1.5%	3.4%	6.7%	2.5%
CCOc1ccc(CNn2cnnc2)cc1	i	5.9%	-1.1%	-11.6%	-14.6%
COc1ccc(S(=O)(=O)N2CCC(C(=O)NCC3CCCO3)CC2)cc1OC (stereo not drawn)	0.3%	-0.2%	-0.2%	13.7%	·
Oc1c(C=Nc2cccc3cccnc23)sc2ccccc12	·	-14.4%	?	?	·
COc1ccc(CCNC(=O)CC2Nc3cc(C)c(C)cc3NC2=O)cc1OC (stereo not drawn)	6.1%	-3.3%	-4.5%	16.9%	1.8%	VEEV TC-83 Vero 10K pilot screen=5.3
CCNC(=S)NNC(=O)c1ccncc1	0.6%	-6.1%	?	·	-6.6%
Cc1csc(NC(C)c2nc3cc(Cl)c(Cl)cc3n2CCCO)n1 (stereo not drawn)	0.4%	-4.0%	-1.2%	21.6%	10.3%
Cn1c(COc2ccccc2)nnc1SCc1nc2ccccc2[nH]1	0.4%	-1.1%	4.7%	10.2%	5.1%
COc1cc(OC)c(C=NNC(=S)NC23CC4CC(CC(C4)C2)C3)c(OC)c1	3.4%	·	·	·	2.6%
Cc1cc(C(=O)OCC(=O)NC2CC2)ccc1[N+](=O)[O-]	1.5%	·	-6.1%	10.2%	-10.3%
CC(=O)C1=C(C)Nc2ncnn2C1c1cccc(OCc2ccccc2)c1 (stereo not drawn)	1.2%	·	-6.1%	·	-0.1%
CN(Cc1ccc(OC(F)F)cc1)C(=O)C1CCN(S(=O)(=O)c2ccc3c(c2)OCCO3)CC1	3.4%	·	6.0%	1.7%	-15.7%
Fc1ccccc1Cc1noc(CN2CCN(C/C=C/c3ccccc3)CC2)n1	i	-1.5%	-4.2%	26.0%	1.6%
O=C(c1ccc(-c2cccc(Cl)c2)o1)N1CCN(c2ccc([N+](=O)[O-])cc2)CC1	0.8%	-5.2%	-3.3%	12.5%	1.5%
Cc1cccc(-n2c(C)c(-c3ccccc3)[nH]c2=S)c1	2.1%	4.4%	5.5%	-4.9%	4.7%
CCN1C(=O)[C@H]2[C@@H](c3ccc(-c4ccc(OC)cc4)cc3)N3CCC[C@@]3(C(=O)OC)[C@H]2C1=O	4.1%	0.4%	-2.2%	11.6%	-2.8%
CCCSc1nc(N)c(C#N)c(-c2ccc(C)cc2)c1C#N	2.4%	4.9%	-5.7%	4.8%	-1.2%
CCCCn1c(SCC(=O)Nc2cc(C)on2)nc2ccsc2c1=O	2.3%	-8.0%	-4.4%	-6.9%	8.2%
O=C(N/N=C/c1ccc([N+](=O)[O-])o1)c1cc(-c2ccc(-c3ccccc3)cc2)nc2ccccc12	?	-7.0%	?	79.5%	-9.2%
Cc1cccc[n+]1CCCCCCCCCC[n+]1ccccc1C	i	13.8%	1.4%	5.2%	-4.6%
COc1cc([N+](=O)[O-])ccc1NC(=S)NNC(=O)CCC(=O)Nc1ccccc1Cl	4.9%	-9.8%	0.1%	17.0%	0.1%
CN(CCc1ccccc1)C(=O)c1ccc(NC(=O)Cc2cccc(NC(=O)C3CCN(C(=O)C4CCC4)CC3)c2)cc1	1.4%	·	·	·	-15.3%
Cc1cccc(-c2nnnn2-c2cccc(C)c2)c1	2.4%	4.2%	5.3%	-3.5%	0.7%
CNC(=S)N1CCc2sccc2C1C (stereo not drawn)	i	19.5%	-0.1%	-7.0%	-3.9%
COc1cccc(CNC(=O)c2cc(=O)[nH]c3ccc(S(=O)(=O)N4CCOCC4)cc23)c1	2.9%	·	-9.3%	-15.5%	-8.7%
CCc1ccc2oc(=O)cc(CN3CCCCC3C)c2c1 (stereo not drawn)	i	-1.1%	-5.2%	5.2%	-23.0%
O=[N+]([O-])c1ccc(NNS(=O)(=O)c2cc(Cl)ccc2Cl)nc1	5.3%	-4.9%	10.0%	12.7%	0.5%
N#CCSc1nnc(C2CCCCC2)n1Cc1ccccc1	1.0%	-3.4%	-10.9%	14.2%	-5.8%
CC(=O)OCC(=O)[C@H]1CC[C@H]2[C@@H]3CC[C@H]4C[C@H](O)CC[C@]4(C)[C@H]3C(=O)C[C@]12C	1.9%	-3.8%	-1.3%	-4.1%	7.7%
Cc1cccc(-n2ncc3c(NCc4ccccc4)ncnc32)c1	8.1%	·	-4.8%	17.3%	1.3%
CC(=O)c1cccc(NS(=O)(=O)c2c(C)noc2C)c1	0.9%	-7.7%	6.2%	6.0%	-2.2%
CCS(=O)(=O)c1nc(S(=O)(=O)c2ccc(C)cc2)c(N2CCCC(C)C2)s1 (stereo not drawn)	2.9%	1.7%	-1.2%	-1.9%	-3.1%
CC1CCCCN1C(=O)CNCC1CCCO1 (stereo not drawn)	2.1%	-5.8%	-11.1%	6.2%	-18.2%
O=C(Nc1ccncc1)c1ccc(Cl)c([N+](=O)[O-])c1	0.6%	-2.6%	-6.0%	23.3%	0.9%
Cc1noc(NS(=O)(=O)c2ccc(NC(=O)C34CC5CC(C3)CC(n3cnc(Br)n3)(C5)C4)cc2)c1C	i	6.8%	0.2%	25.9%	3.6%
CCC1=[N+](CC(=O)c2ccc(C)cc2)CCn2cccc21	i	7.9%	0.1%	23.4%	0.1%
Cc1ccc2nc(C)c(C(=O)NN=C3CCN(C)CC3)n2c1	1.4%	8.1%	-5.7%	-16.5%	1.3%
COc1cc(-c2noc(CCCC(=O)NC3CCCCC3)n2)cc(OC)c1OC	i	-0.2%	-8.5%	-0.3%	9.3%
CC12CC(NC(=O)N1c1cccc(C(=O)NCc3ccc4c(c3)OCO4)c1)c1cc(Cl)ccc1O2 (stereo not drawn)	6.0%	3.7%	-0.1%	19.9%	2.6%
CN1CCN(CCCCOc2cccc3ccccc23)CC1	0.2%	-5.8%	2.5%	-6.3%	-0.8%
O=C(NCc1ccccc1F)C1CCCN(c2cnccn2)C1 (stereo not drawn)	i	-9.3%	1.7%	-12.3%	3.8%
O=C(NCC1CCCO1)c1ccc([N+](=O)[O-])o1 (stereo not drawn)	5.1%	-8.7%	-10.8%	25.2%	3.3%
c1ccc2[nH]c(CN3CCCCCC3)nc2c1	i	-4.9%	1.2%	-3.9%	-0.1%

The final two compounds of the section above lead into the next.
SMILES	VEEV TC-83 Vero	Salmonella PhoP GFP	M. tuberculosis HTS	tuberculosis growth	H1N1 NS1A inhibition	others
O=C(NCC1CCCO1)c1ccc([N+](=O)[O-])o1 (stereo not drawn)	5.1%	-8.7%	-10.8%	25.2%	3.3%
c1ccc2[nH]c(CN3CCCCCC3)nc2c1	i	-4.9%	1.2%	-3.9%	-0.1%
CCc1ccc(CNC(=O)CCCn2c(=O)c3cccn3c3cccnc32)cc1	3.7%	-19.9%	6.5%	20.9%	3.9%
O=C(Nc1ccc2c(c1)CCC2)c1ccc(F)cc1	1.6%	-4.6%	28.2%	77.1%	-5.0%
Cn1cnc2c1c(=O)n(Cc1cccc(F)c1)c(=O)n2C	0.6%	-8.3%	-0.1%	-2.3%	2.8%
Cn1c(=O)c2cc3ccc(Cl)cc3nc2n(C)c1=O	1.1%	0.9%	-5.3%	-5.7%	·
Cc1c(C(=O)NC2CCCc3ccccc32)cccc1[N+](=O)[O-] (stereo not drawn)	i	5.8%	10.0%	-2.4%	-11.0%
O=C(CSc1ccc2nnc(-c3ccncc3)n2n1)NCC1CCCO1 (stereo not drawn)	0.7%	-13.1%	-3.3%	·	-0.5%
CCOc1ccc(-n2c(C)cc(C(=O)CCl)c2C)cc1	13.7%	11.5%	?	?	4.9%
CCC(=O)N(Cc1cc2cc(OC)ccc2[nH]c1=O)c1cccc(C)c1	7.5%	-3.7%	-0.8%	-1.8%	10.3%
O=C(C1CCCN1S(=O)(=O)c1ccc(Cl)cc1)N1CCCCC1 (stereo not drawn)	i	-8.6%	-1.4%	-8.7%	-6.6%
Cc1cccc(-c2ccc3c(c2)C2CC3CCN2C(=O)OCc2ccccc2)c1 (stereo not drawn)	0.7%	·	·	·	-14.4%
CC(C)(C)C1(O)CC(C(F)(F)F)=NN1C(=O)CCc1ccccc1 (stereo not drawn)	1.1%	-8.2%	-4.3%	1.5%	-5.1%
CSc1nsc(SC)c1C(=O)Nc1ccc(C(C)(C)C)cc1	0.1%	7.6%	-10.6%	17.8%	-14.3%
COC(=O)c1ccc(OC(=O)CCS(=O)(=O)c2ccc(C)cc2)cc1	0.2%	-1.3%	13.1%	35.9%	-7.5%
CCOC(=O)c1cccc(N2C(=O)C3C(C2=O)C2C=CC3C23CC3)c1 (stereo not drawn)	4.3%	-18.1%	-3.7%	-1.5%	-13.5%
O=C(C(Cc1ccc(Cl)cc1)NS(=O)(=O)c1ccccc1)N1CC[C@@]2(O)CCCC[C@H]2C1 (stereo partly drawn)	7.5%	5.8%	9.1%	39.1%	-3.5%
CC1CCCC(C)N1C(=O)CN1C(=O)c2ccccc2S1(=O)=O (stereo not drawn)	i	·	-12.8%	-12.3%	2.4%
COCCN(C(=O)COC(=O)c1ccc(C=O)cc1)c1c(N)n(Cc2ccccc2)c(=O)[nH]c1=O	0.6%	-6.9%	-5.5%	-3.0%	-7.3%
O=C(COc1ccccc1Cl)c1ccc2c(c1)CCCC2	2.3%	-15.9%	-1.8%	38.7%	0.8%
CCCCn1nnc(NC(=S)NC(=O)c2ccc(-c3cccc(Cl)c3Cl)o2)n1	1.5%	0.8%	?	79.2%	-9.6%
Cc1nonc1C(=O)N/N=C/c1ccc(O)cc1O	10.5%	33.4µM*	6.2%	32.4%	4.75µM*
CC1CCCN(C(=O)c2ccncc2)C1 (stereo not drawn)	4.6%	-6.8%	-4.5%	-12.5%	-2.4%
CCC(=O)NC(C)C(c1cccs1)N1CCN(c2ccccc2)CC1 (stereo not drawn)	i	7.2%	4.2%	-1.4%	9.2%
Nc1nc(Nc2ccc(Cl)cc2)nc2ccccc12	i	15.3µM*	-0.2%	35.7%	5.9%
COc1ccc(C)cc1NC(=O)CN1C(=O)C(=O)N(C2CCCC2)C1=O	i	·	-1.9%	10.7%	-6.2%

Of the compounds above, these contain fluorine.
SMILES	VEEV TC-83 Vero	Salmonella PhoP GFP	M. tuberculosis HTS	tuberculosis growth	H1N1 NS1A inhibition	others
CN(Cc1ccc(OC(F)F)cc1)C(=O)C1CCN(S(=O)(=O)c2ccc3c(c2)OCCO3)CC1	3.4%	·	6.0%	1.7%	-15.7%
Fc1ccccc1Cc1noc(CN2CCN(C/C=C/c3ccccc3)CC2)n1	i	-1.5%	-4.2%	26.0%	1.6%
O=C(NCc1ccccc1F)C1CCCN(c2cnccn2)C1 (stereo not drawn)	i	-9.3%	1.7%	-12.3%	3.8%
O=C(Nc1ccc2c(c1)CCC2)c1ccc(F)cc1	1.6%	-4.6%	28.2%	77.1%	-5.0%
Cn1cnc2c1c(=O)n(Cc1cccc(F)c1)c(=O)n2C	0.6%	-8.3%	-0.1%	-2.3%	2.8%
CC(C)(C)C1(O)CC(C(F)(F)F)=NN1C(=O)CCc1ccccc1 (stereo not drawn)	1.1%	-8.2%	-4.3%	1.5%	-5.1%

Further compounds:
SMILES	VEEV TC-83 Vero	Salmonella PhoP GFP	M. tuberculosis HTS	tuberculosis growth	H1N1 NS1A inhibition	others
NC(=O)C1CCN(C(=O)C2CC(=O)N(c3ccc4c(c3)OCCO4)C2)CC1 (stereo not drawn)	3.8%	·	1.1%	2.5%	-6.8%
CC1N(O)C(c2ccc(Cl)cc2Cl)N(O)C1(C)C (stereo not drawn)	1.4%	0.8%	-9.7%	-14.1%	-20.2%
C=C(C)CN1C(=O)C2(OCCO2)c2ccccc21	i	-13.7%	5.4%	-5.2%	8.1%
CC(CC(=O)Nc1nnc(CC(C)(C)C)s1)c1ccccc1 (stereo not drawn)	i	-10.3%	15.7%	0.2%	5.1%
c1ccc2[nH]c(CSc3nc4ccccc4s3)nc2c1	0.5%	4.1%	6.8%	38.2%	6.0%
O=c1[nH]cnc2cc(-c3ccccc3)sc12	i	-2.5%	41.7%	2.1%	1.6%
Cc1cccc(NC(=O)CCC2CCN(C(=O)c3ccc(C)s3)CC2)c1	i	-4.5%	10.8%	16.3%	-2.0%
